# VLA-4 inh: inhibition in a human VLA-4 binding assay. AID 2557. inhibition, % (about 7 µM as worked out from the volumes in the protocol). P13612. VLA-4 expressing cells, ligand binding flow cytometry. 0.2% of 330,000 active; in the data active = inhibition above about 50%
# AGP1 TOR yeast: yeast TOR pathway AGP1-GFP modulation. S. cerevisiae AGP1-GFP multiplex flow cytometry, 3 h; GFP as percent of DMSO wells. GFP response vs DMSO, % at 10 µM. 0.02% of 320,000 active. AID 2066;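 active = GFP response relative to DMSO above a set limit, near screen average plus 3 SD, cut at about 150% in these data; inconclusive = fewer than 70 cells counted for the yeast strain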;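 note: median GFP channel fluorescence of the gated AGP1 strain per well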
# LAP4-GFP MLPCN: alters LAP4-GFP fluorescence in TOR pathway yeast screen; 0.34% of 320,000 active; GFP response vs DMSO, % at 10 µM; S. cerevisiae LAP4-GFP multiplex, flow cytometry GFP, 3 h; median GFP as percent of DMSO wells;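 active = GFP response vs DMSO above a set limit, about the screen mean plus 3 SD, cut at about 150% in these data; inconclusive = under 70 cell events counted for the yeast strain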
# GRK2 inh: blocks RNA aptamer binding to human GRK2 | P25098 | bead flow cytometry, FAM-aptamer displacement from GRK2 | inhibition of aptamer binding, % at 10 µM | 0.59% of 330,000 active | AID 488847;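 active = inhibition of aptamer binding above 40%, roughly 3 SD of noise, on plates passing a quality check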;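 note: median bead fluorescence of bound FAM aptamer so fluorescent compounds give negative values; no value below 0 was filed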
# Target sequence (P25098 whole entry, looked up): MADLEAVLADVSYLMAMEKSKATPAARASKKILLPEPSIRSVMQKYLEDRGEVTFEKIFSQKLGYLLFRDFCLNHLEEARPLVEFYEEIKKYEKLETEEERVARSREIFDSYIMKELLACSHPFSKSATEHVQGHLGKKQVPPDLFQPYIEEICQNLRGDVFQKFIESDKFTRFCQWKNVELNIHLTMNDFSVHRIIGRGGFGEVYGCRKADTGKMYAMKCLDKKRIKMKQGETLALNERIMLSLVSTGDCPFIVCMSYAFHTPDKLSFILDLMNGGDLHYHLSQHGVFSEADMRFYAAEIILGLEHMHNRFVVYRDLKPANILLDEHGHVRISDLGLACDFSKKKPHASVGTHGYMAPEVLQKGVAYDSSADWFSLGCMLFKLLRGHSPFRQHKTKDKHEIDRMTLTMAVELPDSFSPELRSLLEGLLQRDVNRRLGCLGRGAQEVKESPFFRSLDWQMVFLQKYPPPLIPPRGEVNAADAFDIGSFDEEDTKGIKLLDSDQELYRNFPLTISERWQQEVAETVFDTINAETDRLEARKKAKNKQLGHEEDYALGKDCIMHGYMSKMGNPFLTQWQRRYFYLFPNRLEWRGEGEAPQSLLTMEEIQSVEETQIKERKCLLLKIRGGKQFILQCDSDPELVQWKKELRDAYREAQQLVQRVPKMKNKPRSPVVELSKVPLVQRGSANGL
# CIT2 TOR yeast: alters CIT2-GFP fluorescence in TOR pathway yeast screen; S. cerevisiae CIT2-GFP strain, flow cytometry, 3 h; 100 means same as DMSO wells; GFP response vs DMSO, % at 10 µM; 0.065% of 320,000 active;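 active = GFP response relative to DMSO above a set limit, near the screen mean plus 3 SD, cut at about 150% in these data; inconclusive = Fewer than 70 cells measured for a yeast strain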;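 note: ratio of well median GFP fluorescence to mean of DMSO wells on the plate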
# MEP2-GFP yeast: alters MEP2-GFP fluorescence in TOR pathway yeast screen; S. cerevisiae MEP2-GFP strain, flow cytometry GFP, 3 h; 100% = DMSO control level; AID 2016; 0.51% of 330,000 active; GFP response vs DMSO, % at 10 µM;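 active = GFP response versus DMSO above a set limit, roughly screen mean plus 3 SD, cut at about 180% in these data; inconclusive = fewer than 70 cells counted for a yeast strain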;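 note: median GFP fluorescence of the barcode-gated MEP2-GFP cells per well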
# Yeast superoxide: yeast age-related superoxide inhibition as caloric restriction mimetic. S. cerevisiae aged cells, superoxide DHE fluorescence; stronger effect = lower value. superoxide response (% of plate mean), % at 10 µM. 0.18% of 330,000 active. AID 2690;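 active = superoxide response under a set limit, about three screen SD below normal, cut at about 65% in these data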;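 note: yeast aged for seven days with compound at 30 °C before DHE staining; 100% = average MFI of all compound-treated wells on the plate with controls excluded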
# RPL19A TOR yeast: alters RPL19A-GFP fluorescence in TOR pathway yeast screen; 0.3% of 330,000 active; S. cerevisiae RPL19A-GFP strain, flow cytometry, 3 h; stronger effect = lower value; percent response vs DMSO, % at 10 µM;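 active = percent response vs DMSO below 50%; inconclusive = fewer than 70 events counted for the yeast strain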;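 note: median channel GFP fluorescence of the barcoded RPL19A-GFP strain; ratio of sample median GFP to plate DMSO average so 100% = DMSO; lower means less RPL19A-GFP as with rapamycin TOR inhibition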
# Active calls of the source: *; ? = inconclusive; nt = not tested or not shown; [ ] = dose if it differs, or a comment.
SMILES,VLA-4 inh,AGP1 TOR yeast,LAP4-GFP MLPCN,GRK2 inh,CIT2 TOR yeast,MEP2-GFP yeast,Yeast superoxide,RPL19A TOR yeast
CCc1ccc(NC(=O)CSC2=C(C#N)C(c3ccc4c(c3)OCO4)CC(=O)N2)cc1 (stereo not drawn),6,116,105,1,102,108,118,104
COc1ccc(NC(=O)COC(=O)c2ccc3c(c2)OCCO3)cc1OC,8,94,110,0,88,89,107,94
CC(C)CSc1nc2c(c(=O)[nH]c(=O)n2C)n1CCc1ccccc1,6,104,105,0,103,112,105,nt
CN(C)CCN(Cc1ccco1)S(=O)(=O)c1csc(C(N)=O)c1,2,96,95,2,99,102,91,101
Cc1n[nH]c(C)c1S(=O)(=O)N1CCC(C(=O)N2CCn3c2nc2ccccc23)CC1,-15,101,97,4,104,98,111,96
COc1cc(C)ccc1S(=O)(=O)N1CCCCCC1,16,99,119,0,86,98,100,92
Cc1cc(C(=O)COC(=O)c2ccc[nH]c2=O)c(C)n1-c1ccccc1F,-2,41,138,0,84,116,84,55
Cc1cccn2c(=O)c3cc(C(=O)NCCCn4ccnc4)n(C)c3nc12,17,109,104,0,97,107,80,99
Nc1c(NCCCN2CCOCC2)c2ccccc2oc1=O,2,105,104,3,105,102,93,101
CC(=O)c1ccc(N2CCN(C(=O)c3c(-c4ccccc4Cl)noc3C)CC2)cc1,-3,100,100,0,108,102,108,98
CSCCC(NC(=O)/C(=C\c1ccco1)NC(=O)c1ccco1)C(=O)O (stereo not drawn),9,103,94,5,106,98,87,103
COc1ccc(N(CC(=O)Nc2cc(C)ccc2C)S(=O)(=O)c2c(C)noc2C)cc1,-3,106,101,0,105,98,84,97
COc1ccccc1CNC(=O)COC(=O)CCN=C1NS(=O)(=O)c2ccccc21,0,108,110,2,94,106,101,101
CCOC(=O)NC(=O)/C(C#N)=N\Nc1cccc(OC)c1,4,96,100,1,91,97,102,93
O=C(Nc1ccccc1C(=O)O)c1cccc(NS(=O)(=O)c2ccc(Br)cc2)c1,20,95,88,3,102,100,104,103
COc1ccc(OC)c(Nc2ccc(C(=O)O)cc2[N+](=O)[O-])c1,-3,92,89,1,101,99,134,101
COC(=O)c1cc(OC)c(OC)cc1NCC(=O)Nc1ccc(C)cc1,0,89[may fluoresce red],72[may fluoresce red],0,84[may fluoresce red],77[may fluoresce red],97,?
C=CCn1c(Sc2nncn2C)nc2c1c(=O)[nH]c(=O)n2C,8,102,99,0,94,106,73,99
Cc1cccc(NC(=S)NCCc2ccc(Cl)cc2)c1C,1,97,97,1,97,104,98,106
CCn1cc(Cl)c(C(=O)NNC(=O)CCn2cc([N+](=O)[O-])cn2)n1,16,103,94,63*,108,102,96,101
O=C(CSc1ncccn1)N1CCC(Cc2ccccc2)CC1,-7,100,93,0,96,101,80,99
O=C(CCc1ccncc1)N1CCCC(Nc2ccc(F)c(F)c2)C1 (stereo not drawn),-113,106,97,0,103,102,112,99
Cc1ccc(Nc2cc(C(=O)NCCCN3CCOCC3)c3ccccc3n2)cc1C,4,99,94,0,106,91,110,100
CCC(=O)Nc1cccc(NC(=S)NC(=O)c2ccc(C)cc2)c1,7,102,100,0,97,110,102,104
CNC(=O)c1cc(S(=O)(=O)Nc2ccc(C)cc2C)ccc1C,6,102,89,0,nt,114,104,112

# Taken from above:
# O=C(CCc1ccncc1)N1CCCC(Nc2ccc(F)c(F)c2)C1 (stereo not drawn) in LAP4-GFP MLPCN is entered as 97
# O=C(Nc1ccccc1C(=O)O)c1cccc(NS(=O)(=O)c2ccc(Br)cc2)c1 in GRK2 inh is entered as 3
# COc1ccccc1CNC(=O)COC(=O)CCN=C1NS(=O)(=O)c2ccccc21 in VLA-4 inh is entered as 0

# Part of the list above in order of number of heavy atoms, highest first.
SMILES,VLA-4 inh,AGP1 TOR yeast,LAP4-GFP MLPCN,GRK2 inh,CIT2 TOR yeast,MEP2-GFP yeast,Yeast superoxide,RPL19A TOR yeast
COc1ccc(NC(=O)COC(=O)c2ccc3c(c2)OCCO3)cc1OC,8,94,110,0,88,89,107,94
Cc1cccc(NC(=S)NCCc2ccc(Cl)cc2)c1C,1,97,97,1,97,104,98,106
COc1cc(C)ccc1S(=O)(=O)N1CCCCCC1,16,99,119,0,86,98,100,92

# Next section
SMILES,VLA-4 inh,AGP1 TOR yeast,LAP4-GFP MLPCN,GRK2 inh,CIT2 TOR yeast,MEP2-GFP yeast,Yeast superoxide,RPL19A TOR yeast
O=C(CSc1nc2ccc([N+](=O)[O-])cc2[nH]1)c1ccc(Cl)cc1,-5,100,100,0,108,89,95,106
O=C(Nc1cccc2ccccc12)NC1CCCc2ccccc21 (stereo not drawn),3,103,94,0,107,98,105,96
CCOC(=O)C1CCN(c2ncnc3c2c(-c2ccccc2)cn3-c2ccc(C)cc2)CC1,3,100,107,0,91,100,98,95
COc1ccc(C(=O)Nc2ccc(NC(=O)CSc3nnc(-c4ccncc4)n3C)cc2)cc1,1,106,101,0,120,108,110,108
O=C(NC1CC1)c1cc(=O)c2ccccc2o1,-4,107,103,2,99,102,97,101
O=C(CSc1n[nH]c(=O)n1C1CC1)Nc1cc(Cl)ccc1Oc1ccccc1,-6,73,109,0,100,117,108,95
CC(=O)N1CCN(c2ccc(NCc3ccc(-c4cccc(Cl)c4)o3)cc2)CC1,-59,94,101,2,97,88,88,99
COc1cc2cc3c(N)c(C(=O)NCc4ccco4)sc3nc2cc1OC,3,103,102,0,104,103,94,103
Fc1ccccc1Nc1n[nH]c(=S)s1,-4,100,108,0,88,102,97,94
CCOC(=O)C(=O)NCC(c1ccco1)S(=O)(=O)c1cccs1 (stereo not drawn),-20,104,103,0,112,106,87,102
O=C(O)c1ccc(Cl)c(S(=O)(=O)N2CCC(Cc3ccccc3)CC2)c1,3,86,90,3,88,98,105,98
CCN(CC)S(=O)(=O)c1ccc(NS(=O)(=O)c2cccs2)cc1,18,103,106,0,91,104,104,91
Cn1nnnc1SCC(=O)Nc1cccc(S(=O)(=O)N2CCCCC2)c1,3,77,84,0,73,90,115,94
Cc1cc(N)ccc1S(C)(=O)=O,2,100,100,1,88,95,102,97
COc1cccc(C=Nc2ccccc2C(=O)Nc2ccccc2)c1O,8,105,103,9,109,115,129,116
CC(C)C(C)NC(=O)CSc1nnc(-c2c[nH]c3ccccc23)o1 (stereo not drawn),-4,108,112,33,106,121,100,105
Cc1ccc(Nc2nc(N)nc(CN3CCN(C)CC3)n2)cc1,-10,97,92,2,106,98,97,97
CC(=O)NC(Cc1ccccc1)C(=O)N1CCN(C(=O)c2ccco2)CC1 (stereo not drawn),-2,100,102,0,101,101,86,99
CCOc1ccc(CCNC(=O)C2CCN(c3ccc(N4CCOCC4)nn3)CC2)cc1OCC,5,109,100,1,102,102,97,101
COc1ccc(CCNC(=O)CCc2ccc(S(=O)(=O)NC(C)C)cc2)cc1,2,105,102,0,107,102,94,107
O=C(Nc1ccc(F)cc1Cl)C1CCN(C(=O)Nc2ccccc2)CC1,-7,96,94,0,103,101,94,102
CN(C)S(=O)(=O)c1cccc(NC(=O)COC(=O)COc2ccc(Br)cc2)c1,1,105,111,0,103,104,117,104
CC(C)OC(=O)c1nnn(-c2nonc2N)c1CSc1ccccn1,-9,83,85,0,104,102,104,93
O=C(CNC(=O)c1ccc(Cl)cc1)NC1CCCCC1,-12,92,86,2,96,96,103,94
CCc1c(C)nc(SCC(=O)N2CCCCC2)[nH]c1=O,8,85,81,3,91,87,100,88
# (cont.)
SMILES,VLA-4 inh,AGP1 TOR yeast,LAP4-GFP MLPCN,GRK2 inh,CIT2 TOR yeast,MEP2-GFP yeast,Yeast superoxide,RPL19A TOR yeast
O=C(c1cc(C2CC2)nn1-c1ccccc1)N1CCN(Cc2c(F)cccc2Cl)CC1,-3,106,107,1,106,103,72,104
CC(C(=O)OCC(=O)c1ccccc1)N1C(=O)C2C3CCC(C3)C2C1=O (stereo not drawn),-9,97,90,4,72,111,95,107
COc1ccc(S(=O)(=O)N(CC(=O)NCc2ccccn2)Cc2ccccc2)cc1,8,103,109,0,100,105,105,102
Cc1ccccc1NC(=S)NCCc1ccc(S(N)(=O)=O)cc1,4,110,101,2,110,103,84,108
O=c1oc2ccccc2cc1-c1csc(Nc2ccc(O)cc2)n1,1,101,111,0,90,96,97,103
O=C(NC1CCCC1)c1cc(COc2ccc3ncccc3c2)on1,0,102,105,0,102,93,90,94
CC(C)NS(=O)(=O)c1ccc2c(c1)oc(=O)n2C,-11,104,99,0,103,107,98,101
Cc1c(C(=O)N2CCN(C3CCS(=O)(=O)C3)CC2)oc2c(F)cccc12 (stereo not drawn),9,104,104,0,105,99,104,104
O=C1c2ccccc2-c2c1cccc2C(=O)N1CCCCC1,-1,95,94,1,96,98,99,93
COc1ccc(C2=NS(=O)(=O)N(C)C(C(=O)Nc3ccc(OC)c(OC)c3)=C2)cc1,14,99,93,2,110,101,102,103
Cc1cccc(N(C(=O)c2snc(C(N)=O)c2N)C(C)C(=O)NCC2CCCO2)c1 (stereo not drawn),20,103,98,0,101,98,106,102
CCOc1ccc(CNC(=O)C2CCN(S(=O)(=O)N3CCCC3)CC2)cc1OC,-4,92,93,4,90,102,119,94
CC/C(=N\NC(=O)c1nnn(-c2nonc2N)c1-c1cccs1)c1ccccc1,3,104,101,0,106,102,85,104
O=C1Nc2c(Br)cc(Br)c3cccc1c23,1,103,112,0,108,135,101,104
O=C(Nc1ccc(S(=O)(=O)N2CCOCC2)cc1)c1ccc2c(c1)OCO2,-2,97,97,0,98,?,104,97
O=C(CSc1nccn1-c1ccccc1)c1ccc(Br)cc1,23,102,114,0,90,101,89,98
CC#CCCCC(=O)Nc1cc(OC)nc(OC)n1,9,103,102,1,107,103,89,101
CN(CC(=O)Nc1ccccc1Cl)C(=O)COC(=O)c1ccc(-c2ccc(O)cc2)cc1,-1,97,96,10,99,100,88,101
CCOc1ccc(S(=O)(=O)NC2=NCCCCC2)cc1,41,109,106,0,106,110,87,105

# Compounds above with an aryl thioether with sulfur outside any ring (eleven):
SMILES,VLA-4 inh,AGP1 TOR yeast,LAP4-GFP MLPCN,GRK2 inh,CIT2 TOR yeast,MEP2-GFP yeast,Yeast superoxide,RPL19A TOR yeast
CC(C)CSc1nc2c(c(=O)[nH]c(=O)n2C)n1CCc1ccccc1,6,104,105,0,103,112,105,nt
C=CCn1c(Sc2nncn2C)nc2c1c(=O)[nH]c(=O)n2C,8,102,99,0,94,106,73,99
O=C(CSc1ncccn1)N1CCC(Cc2ccccc2)CC1,-7,100,93,0,96,101,80,99
O=C(CSc1nc2ccc([N+](=O)[O-])cc2[nH]1)c1ccc(Cl)cc1,-5,100,100,0,108,89,95,106
COc1ccc(C(=O)Nc2ccc(NC(=O)CSc3nnc(-c4ccncc4)n3C)cc2)cc1,1,106,101,0,120,108,110,108
O=C(CSc1n[nH]c(=O)n1C1CC1)Nc1cc(Cl)ccc1Oc1ccccc1,-6,73,109,0,100,117,108,95
Cn1nnnc1SCC(=O)Nc1cccc(S(=O)(=O)N2CCCCC2)c1,3,77,84,0,73,90,115,94
CC(C)C(C)NC(=O)CSc1nnc(-c2c[nH]c3ccccc23)o1 (stereo not drawn),-4,108,112,33,106,121,100,105
CC(C)OC(=O)c1nnn(-c2nonc2N)c1CSc1ccccn1,-9,83,85,0,104,102,104,93
CCc1c(C)nc(SCC(=O)N2CCCCC2)[nH]c1=O,8,85,81,3,91,87,100,88
O=C(CSc1nccn1-c1ccccc1)c1ccc(Br)cc1,23,102,114,0,90,101,89,98

# Screening data as filed in PubChem.
